# D2 antagonist = D2 dopamine receptor (human) antagonism. P14416. HEK293 TREx D2 cells, calcium flux, dopamine EC80. inhibition, % at 10 µM. 340,000 compounds, 2% hits. AID 485344; in the data active = inhibition above about 30%; also: 0% is about no effect
# Target sequence (P14416 whole entry, looked up): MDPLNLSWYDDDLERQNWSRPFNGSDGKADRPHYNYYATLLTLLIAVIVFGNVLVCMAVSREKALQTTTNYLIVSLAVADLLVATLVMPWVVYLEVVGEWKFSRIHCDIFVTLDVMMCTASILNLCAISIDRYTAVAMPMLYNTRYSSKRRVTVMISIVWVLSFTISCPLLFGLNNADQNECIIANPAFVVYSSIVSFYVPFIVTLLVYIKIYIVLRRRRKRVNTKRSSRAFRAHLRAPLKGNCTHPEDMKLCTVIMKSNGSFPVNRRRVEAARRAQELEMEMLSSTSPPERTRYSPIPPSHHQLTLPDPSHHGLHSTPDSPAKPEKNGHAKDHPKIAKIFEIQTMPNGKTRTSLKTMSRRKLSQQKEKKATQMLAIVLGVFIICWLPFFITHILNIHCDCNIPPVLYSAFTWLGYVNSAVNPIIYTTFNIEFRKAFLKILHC
#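 HEK293 T-REx D2 cells, tet-induced, calcium dye no-wash. Cpd pintool add, 180 s kinetic, then EC80 DA, 180 s kinetic. Ca flux read.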
# mIDH1 inhibitor = human IDH1 R132H inhibition. Potency, µM (titrated, usually from 76.6 µM), without a hit: top-dose activity change, negative = inhibition, actives largely listed as inhibitors. 390,000 compounds, 0.093% hits. O75874. IDH1-R132H enzyme, NADPH consumption, diaphorase/resazurin fluorescence; also: potency is read from the fitted curve at half-maximal effect; % is scaled to controls: 0 for no effect and ±100 for the full control effect; nearly all actives have a fitted effect of over 65% in size
#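 IDH1-R132H (0.5 ug/mL dispensed) in pH 7.5 Tris buffer was preincubated 30 min with compound, then given a substrate mix of 0.016 mM NADPH and 2 mM alpha-KG for 80 min at room temperature; remaining NADPH was read by diaphorase/resazurin fluorescence.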
# USP1 inh = inhibitors of human USP1/UAF1 deubiquitinase. recombinant USP1/UAF1, Ub-Rhodamine cleavage fluorescence. O94782. Potency, µM (highest dose often 57.1 µM), inactives show at the highest dose activity change, negative = inhibition, hits mostly inhibitors. 390,000 compounds, 0.23% hits; also: potency is read from the fitted curve at half-maximal effect; % is scaled to controls: 0 for no effect and ±100 for the full control effect; nearly all actives have a fitted effect of over 60% in size; inactives centre near -12
#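 Step one: compound is pinned into 1nM USP1/UAF1 in HEPES pH 7.8 buffer with TCEP. Step two: 15 min room-temperature incubation. Step three: Ub-Rho (150nM final) starts cleavage, tracked by fluorescence over six one-minute reads.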
# D2 agonist = D2 dopamine receptor (human) agonism. P14416. HEK293 T-REx D2 cells, calcium flux agonist mode. activation, % at 2 µM. 340,000 compounds, 0.53% hits. AID 485358;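 active = activation over 3 SD above normal in the single-dose calcium agonist read, cut at about 30% in these data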; also: 0% is about no effect
#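 Calcium-flux readout, 1 cycle/sec over 180 s following compound pin transfer, in inducible HEK293 Trex D2 cells (force-coupled); dopamine controls included. Positive calcium responses during this window marked compounds as potential agonists.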
# TRHR agonist = TRH receptor (human) agonism; activation, % at 2 µM; 360,000 compounds, 0.18% hits; TRHR cells, calcium flux fluo-8, FDSS agonist mode; P34981; in the data active = activation above about 30%; also: 0% is about no effect
# Target sequence (P34981 whole entry, looked up): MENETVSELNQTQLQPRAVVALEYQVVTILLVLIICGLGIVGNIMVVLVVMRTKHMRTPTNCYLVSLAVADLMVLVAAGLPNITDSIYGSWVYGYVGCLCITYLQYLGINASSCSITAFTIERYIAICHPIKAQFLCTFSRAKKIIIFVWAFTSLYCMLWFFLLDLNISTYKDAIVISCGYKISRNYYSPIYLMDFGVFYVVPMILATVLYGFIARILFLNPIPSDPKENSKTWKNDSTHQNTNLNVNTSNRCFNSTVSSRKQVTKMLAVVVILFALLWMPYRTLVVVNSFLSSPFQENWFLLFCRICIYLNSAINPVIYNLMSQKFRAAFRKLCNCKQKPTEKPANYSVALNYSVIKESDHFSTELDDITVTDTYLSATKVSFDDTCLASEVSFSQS
#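 Agonist-mode FDSS calcium read (Ex 480/Em 530, 1 s cycles) in 1536-well TRHR cells with fluo-8 dye, after 10-cycle baseline and 23 nL compound addition; TRH at EC20 (10 nM final) added afterwards for the enhancer phase.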
# TRHR enhancer = allosteric enhancers of human TRH receptor. P34981. TRHR cells, fluo-8 calcium fluorescence, EC20 TRH enhancement. enhancement, % at 2 µM. 360,000 compounds, 0.66% hits; in the data active = enhancement above about 30%; also: 0% is about no effect
#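 TRHR-expressing cells loaded with fluo-8 calcium dye were read kinetically (ex 480/em 530) during compound addition, then stimulated with an EC20 of TRH (10 nM final). Enhancement of the Gq-mediated intracellular calcium response was scored.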
# TrxR1 substrate = substrates of rat thioredoxin reductase 1; O89049; purified TrxR1 substrate turnover, NADPH consumption readout; Potency, µM (series often up to 114 µM), for the others: at the top dose activity change, negative = substrate turnover; 390,000 compounds, 0.01% hits; also: potency is read from the fitted curve at half-maximal effect; % is scaled to controls: 0 for no effect and ±100 for the full control effect; nearly all actives have a fitted effect of over 50% in size
#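 Rat TrxR1, dispensed at 90 nM, was prereduced with 400 uM NADPH (final) for 5 min at ~22 deg C, then incubated with compound 15 min before 400 uM selenite. A first-read NADPH fluorescence drop versus no-compound background flagged substrates.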
# PI4K2A inh = blocks human PI4K2A kinase activity | Q9BTU6 | activity change, negative = inhibition, % at 76.9 µM | purified PI4K2A, ADP-Glo luminescence, 1 h; stronger effect = lower value | 420,000 compounds, 0.13% hits; in the data active = activity change below about -50%; inconclusive = mostly about -30% to -49%;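 also: -100% = wells without enzyme as full effect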
#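 ADP-Glo luminescence measured ADP generated by PI4K2A enzyme (4 ug/mL before mixing) with 1.2 mM PI substrate (pre-mix) and 300 microM ATP (pre-mix). Tris pH7.5 buffer with MgCl2, Triton X-100; 1 h reaction at ambient temperature.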
# TrxR1 inh = blocks rat thioredoxin reductase 1 | O89049 | recombinant rTrxR1, NADPH fluorescence consumption, selenite substrate | Potency, µM (highest dose often 114 µM), for the others: at the top dose activity change, negative = inhibition, hits mostly inhibitors | 390,000 compounds, 1% hits | AID 588453; also: potency is read from the fitted curve at half-maximal effect; % is scaled to controls: 0 for no effect and ±100 for the full control effect; nearly all actives have a fitted effect of over 65% in size
#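 Rat TrxR1 (90 nM in the dispensed reagent) was pre-reduced with 400 uM NADPH for 5 min at room temperature, then incubated with compound for 15 min. After 400 uM selenite was added, NADPH fluorescence (Ex 340/Em 450 nm) was followed for 8 min.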
# An asterisk follows results filed as active; ? = inconclusive; · = not tested or not shown; [ ] = dose if it differs, or a comment. Unless noted, calls follow the shape of the dose curve; as a rule, active = well fitted inhibition curve with a large enough effect; inconclusive = small, poorly fitted or top-dose-only effect; inactive = no such curve, though single readings can be large or run the other way. Random draw from the library; any-hit rate near 3.9%.
SMILES,D2 antagonist,mIDH1 inhibitor,USP1 inh,D2 agonist,TRHR agonist,TRHR enhancer,TrxR1 substrate,PI4K2A inh,TrxR1 inh
COc1ccc(NC(=S)Nc2cccc(C(C)=O)c2)cc1OC,-6,5%,-4%,4.3,0.2,2,1%[57.1 µM],-2,6%[57.1 µM]
Cc1cccc(N2CCN(C(=O)CNC(=O)c3cccc([N+](=O)[O-])c3)CC2)c1C,8,5%,-15%,-0.3,-1.1,-9,-5%,1,8%
CC1CCN(C(=O)COC(=O)c2cc(Cl)cc(Cl)c2N)CC1,·,5%,-16%,·,-0.5,9,194%[activator][57.1 µM],1,53%[activator][57.1 µM]
O=c1cc(CSc2nnc(Nc3ccccc3)s2)nc2sccn12,19,19%,-26%,-1.5,-0.7,10,-3%,-3,-3%
Cc1nn2c(=O)cc(COC(=O)c3ccc(NC(=O)COc4ccccc4F)cc3)nc2s1,·,-22%,0%,-5.6,-1.1,14,-4%[57.1 µM],-4,-3%[57.1 µM]
COc1ccc(NS(=O)(=O)c2cccc(C(=O)O)c2)cc1,5,5%,-12%,0.0,0.0,-1,-4%,-1,17%
COc1ccc(CC(=O)OC2CCCN(C)C2)cc1 (configuration not stated),-5,3%,-15%,0.6,0.0,-3,10%[57.1 µM],3,26%[57.1 µM]
Cc1ccc(N=N/C(=C\O)C(=O)c2ccncc2)cc1,4,-1%,-11%,0.9,-0.8,-8,1%[57.1 µM],6,-5%[57.1 µM]
O=C(C1CCN(S(=O)(=O)c2ccccc2)CC1)N1CCCCCC1,-12,0%,-4%,-1.0,0.6,0,0%,6,0%
O=C(NCc1ccncc1)C(=O)N/N=C/c1ccccn1,-2,-1%,-26%,0.5,-0.8,2,9%[57.1 µM],-17,19%[57.1 µM]

# 3 compounds already listed, arranged by heavy-atom count, ascending.
SMILES,D2 antagonist,mIDH1 inhibitor,USP1 inh,D2 agonist,TRHR agonist,TRHR enhancer,TrxR1 substrate,PI4K2A inh,TrxR1 inh
COc1ccc(CC(=O)OC2CCCN(C)C2)cc1 (configuration not stated),-5,3%,-15%,0.6,0.0,-3,10%[57.1 µM],3,26%[57.1 µM]
O=C(NCc1ccncc1)C(=O)N/N=C/c1ccccn1,-2,-1%,-26%,0.5,-0.8,2,9%[57.1 µM],-17,19%[57.1 µM]
COc1ccc(NC(=S)Nc2cccc(C(C)=O)c2)cc1OC,-6,5%,-4%,4.3,0.2,2,1%[57.1 µM],-2,6%[57.1 µM]

# More entries follow:
SMILES,D2 antagonist,mIDH1 inhibitor,USP1 inh,D2 agonist,TRHR agonist,TRHR enhancer,TrxR1 substrate,PI4K2A inh,TrxR1 inh
CCOC(=O)Cc1csc(NC(=S)NC(=O)c2ccccc2Br)n1,1,1%,-19%,-0.1,13,5,-10%,1,?
Cc1ccc(F)cc1N=Cc1c(O)c2ccccc2oc1=O,0,2%,-11%,-0.5,0.0,-3,2%,-1,6%
O=C(Nc1ccc(-c2noc(CCc3ccccc3)n2)cc1)c1ccco1,-10,4%,-23%,0.8,1.1,11,8%[57.1 µM],0,20%[57.1 µM]
Cc1cc(Cl)ccc1OCCCC(=O)NCCCn1ccnc1,36*,3%,-14%,1.5,-0.4,-4,-7%,-1,-21%
Cc1ccccc1NC(=O)CSc1c(C(C)C)cnc2c1c(=O)n(C)c(=O)n2C,·,-16%,?,0.3,-0.4,-5,-4%[57.1 µM],0,4%[57.1 µM]
CC(C)c1nc2sc3c(SCC(N)=O)ncnc3c2c2c1CCC2,-9,1%,8%,1.6,-0.2,1,3%,-1,20%[57.1 µM]
COc1ccc(-c2csc(-c3cccs3)n2)c(OC)c1,-9,0%,-9%,-0.3,0.4,6,-9%,-4,-8%
Cc1ccc(C(=O)NNC(=O)CSc2nnc(C(C)C)n2C)cc1,-2,0%,-24%,-0.2,-0.8,22,10%,4,32%
CSc1nsc(SC)c1C(=O)Nc1ccc(C(C)(C)C)cc1,8,16%,-24%,0.1,-0.3,-5,-14%,1,-22%
CCOc1ccc(N=C2Sc3nc4ccc(C)cc4cc3CN2CCOC)cc1,1,-1%,-21%,0.0,0.0,-3,-9%,10,15%
c1ccc(-c2cn(-c3ccccc3)c3[n+]2CCS3)cc1,4,6%,-13%,-0.6,0.3,4,-4%,2,3%
CCN1C(=O)[C@H]2[C@@H](c3ccc(-c4ccc(C(C)=O)cc4)cc3)N3CCCC[C@@]3(C(=O)OC)[C@H]2C1=O,11,14%,-17%,-0.2,0.1,0,-7%[57.1 µM],-3,13%[57.1 µM]
Cc1c(C)c2ccc(OCC(=O)Nc3cccnc3)c(C)c2oc1=O,5,-3%,-22%,0.4,0.3,-4,37%[activator],0,11%
CC(C)c1cccc(-c2ccc3c(c2)S(=O)(=O)c2cccc(C(=O)NCc4ccccc4Cl)c2C3=O)c1,·,-5%,-4%,·,·,·,8%[57.1 µM],3,-4%[57.1 µM]
Cc1cc(C(=O)Nc2c(F)cc(F)cc2Br)cs1,-11,11%,-20%,-0.4,-0.8,1,3%,2,25%
Cc1ccc(NS(=O)(=O)c2cc3[nH]c(=O)c(=O)[nH]c3cc2C)cc1Cl,·,0%,?,-0.2,0.5,-1,-6%,-8,8%
Cc1nc(Cc2nnc(SCc3nc(N)nc(Nc4ccccc4C)n3)o2)cs1,0,0%,-16%,-0.4,-0.2,0,8%[57.1 µM],-3,8%[57.1 µM]
CC1(C)Oc2cc3oc(=O)ccc3cc2C[C@@H]1O,·,-2%,-24%,·,·,·,142%[activator],3,-10%
OCC[C@H]1C[C@@H](O)[C@H](O)[C@@]2(OCCc3ccccc32)O1,3,-3%,9%,0.6,0.4,2,-2%,0,6%
O=C(Nc1ccccc1)N1C(=O)C2(OCCO2)c2ccccc21,15,-1%,-7%,0.4,0.4,-5,4%[57.1 µM],-3,13%
COc1ccc(CN=C2NC(=O)CC(C(=O)Nc3ccc(F)cc3)S2)cc1 (configuration not stated),0,2%,-8%,-1.4,0.3,6,1%,3,-1%
CCOC(=O)c1cnn(-c2ccccc2)c1NC(=O)CN1CCOCC1,-5,1%,-10%,0.8,-0.9,-20,-1%,4,18%
Cn1c(-c2ccc3c(c2)OCO3)cnc1NCc1ccccc1Cl,5,-6%,-12%,0.4,0.5,-1,-2%,0,16%
CN(C(=O)CSc1nnc(-c2ccc([N+](=O)[O-])cc2)o1)c1ccccc1,·,·,-3%,-1.4,-1.2,5,9%,-3,33%
COc1ccc(CCNC(=O)CCc2c(C)nc3cc(-c4ccc(Cl)cc4)nn3c2C)c(OC)c1,·,-4%,-25%,0.4,-0.2,25,1%,4,3%
Cc1cc(C)cc(CC2CC(=O)N(c3ccc([N+](=O)[O-])cc3)C2=O)c1 (configuration not stated),-3,-11%,0%,0.9,-0.2,9,-7%,-5,16%
COc1ccccc1CNC(=O)Cn1cccc1C(=O)c1ccccc1C,22,3%,-25%,-0.7,0.5,-5,-8%,7,-14%
Cc1ccc(-c2nc3[nH]c(=O)cc(NC(=O)C(C)C)n3n2)cc1,4,0%,-21%,0.2,0.2,-3,-5%,6,-4%
CCOC(=O)c1ccc(N2C(=O)c3n[nH]c(-c4ccco4)c3C2c2ccc(C(=O)OC)cc2)cc1 (configuration not stated),·,8%,-25%,-0.1,3.6,13,-2%,3,8%
C=CCn1c(COc2ccc(OC)cc2)nnc1SCn1nnc2ccccc2c1=O,5,4%,-14%,0.9,0.4,-4,-9%,0,-13%

# New compounds follow.
# Each structure is followed by: D2 antagonist | mIDH1 inhibitor | USP1 inh | D2 agonist | TRHR agonist | TRHR enhancer | TrxR1 substrate | PI4K2A inh | TrxR1 inh
- O=C(Nc1ccc2nc(-c3cccnc3)[nH]c2c1)C1CCCCC1
 : 3 | 3% | -13% | -0.8 | 0.2 | -6 | 11% | 7 | -12%
- COc1ccccc1NC(=O)c1oc2ccccc2c1NC(=O)C1CC1
 : 21 | 0% | -26% | -0.3 | -0.7 | -9 | 67%[activator] | -4 | 35%
- COCCNC(=S)N(CCCN(C)C)Cc1cc2cc3c(cc2[nH]c1=O)OCCO3
 : 1 | 2% | -23% | 0.1 | 0.1 | -9 | 41%[activator] | -3 | -2%
- NC(=O)CSc1nnnn1-c1ccc(OC(F)(F)F)cc1
 : 10 | 1% | -13% | -1.5 | -0.5 | 4 | 7%[57.1 µM] | -5 | 1%[57.1 µM]
- CCC(C)NC(=O)Cn1c(=O)ccc2cc(S(=O)(=O)N3CCCC3)ccc21 (configuration not stated)
 : · | -13% | -20% | -1.5 | 0.7 | 0 | -3%[57.1 µM] | 9 | 22%[57.1 µM]
- COC(=O)Cc1c(OC)ccn(CCc2c[nH]c3ccccc23)c1=O
 : 4 | 8% | ? | 1.5 | 0.1 | 0 | 9%[57.1 µM] | 8 | 21%[57.1 µM]
- COc1ccc(N(C(=O)c2cnccn2)C(C(=O)NC2CCCCC2)c2ccc(Cl)cc2)cc1 (configuration not stated)
 : · | 14% | -8% | · | · | · | 7%[57.1 µM] | 1 | 10%[11.4 µM]
- COC(=O)C1=C(N)OC2=C(C(=O)CCC2)C1c1ccccc1OC (configuration not stated)
 : · | 2% | 6% | · | 0.0 | -3 | -13% | 0 | 14%[11.4 µM]
- Cc1cc(C)cc(NC(=S)N2CCC(NC(=O)c3ccco3)CC2)c1
 : 4 | 2% | -10% | 0.2 | -0.2 | 2 | 0%[57.1 µM] | -2 | -3%[57.1 µM]
- COc1ccc(CCOC(=O)c2ccc(NC(=O)CC#N)cc2)cc1
 : 3 | 10% | -9% | 1.1 | 1.9 | 6 | -6% | 5 | 3%

# Compound activity: PubChem, National Center for Advancing Translational Sciences (NCATS)
